Screening data from PubChem.
Keap1 Nrf2 FP: Keap1-Nrf2 protein-protein interaction inhibitors, primary screen, biochemical, fluorescence polarization, single point; Kelch-like ECH-associated protein 1 (Homo sapiens), Q14145; Keap1 Kelch-Nrf2 peptide fluorescence polarization, 1536-well; inhibition, % at 9.4 µM; 340,000 compounds, 0.15% hits; in the data active = inhibition above about 12%;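 also: human Keap1 Kelch domain with fluorescein labeled Nrf2 9mer peptide probe; 0% = neutral control wells and 100% = peptide positive control; higher means more block of Keap1 binding to Nrf2 peptide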
DSG3 Ab inh: inhibitors of pemphigus antibody binding to DSG3, primary screen, biochemical, bead-based, flow cytometry, scFv-GFP | DSG3-coupled beads, scFv-anti-DSG3-GFP binding; hits give low values | binding (percent of control), % at 10 µM | 310,000 compounds, 0.48% hits;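 active = binding more than 3 SD below its plate's average and above zero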;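 also: hits lower antibody fragment binding to DSG3; some compounds called inactive have numbers as strong as hits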
Target sequence (P32926 whole entry, looked up, the tested form may be a part): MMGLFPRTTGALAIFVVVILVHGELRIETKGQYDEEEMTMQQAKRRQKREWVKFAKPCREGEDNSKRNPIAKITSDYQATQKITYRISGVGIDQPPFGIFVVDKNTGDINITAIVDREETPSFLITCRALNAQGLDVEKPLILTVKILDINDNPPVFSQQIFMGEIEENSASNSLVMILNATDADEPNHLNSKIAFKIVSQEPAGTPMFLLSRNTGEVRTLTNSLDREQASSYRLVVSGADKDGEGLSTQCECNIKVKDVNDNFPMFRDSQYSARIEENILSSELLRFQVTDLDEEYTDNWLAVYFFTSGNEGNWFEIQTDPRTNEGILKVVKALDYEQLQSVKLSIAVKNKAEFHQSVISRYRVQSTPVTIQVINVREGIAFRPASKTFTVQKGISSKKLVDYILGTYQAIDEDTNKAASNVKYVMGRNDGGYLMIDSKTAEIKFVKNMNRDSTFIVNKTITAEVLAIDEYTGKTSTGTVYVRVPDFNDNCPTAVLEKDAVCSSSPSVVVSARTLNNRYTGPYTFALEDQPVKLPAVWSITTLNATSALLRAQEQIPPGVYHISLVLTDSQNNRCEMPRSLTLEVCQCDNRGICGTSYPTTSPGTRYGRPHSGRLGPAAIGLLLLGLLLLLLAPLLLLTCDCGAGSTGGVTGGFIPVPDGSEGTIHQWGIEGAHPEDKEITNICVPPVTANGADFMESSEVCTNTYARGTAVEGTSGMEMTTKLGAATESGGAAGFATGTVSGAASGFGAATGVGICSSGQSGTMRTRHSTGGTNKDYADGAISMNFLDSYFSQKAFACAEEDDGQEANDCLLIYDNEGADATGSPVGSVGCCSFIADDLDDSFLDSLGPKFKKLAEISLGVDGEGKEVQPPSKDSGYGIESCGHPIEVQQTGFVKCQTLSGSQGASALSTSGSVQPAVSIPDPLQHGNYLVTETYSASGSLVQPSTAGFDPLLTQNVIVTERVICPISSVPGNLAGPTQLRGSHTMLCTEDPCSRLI
Cardiac RTF inh: cardiac RTF calcium sensitivity inhibitors, primary screen, biochemical, IANBD-TnC fluorescence, EC70 calcium. Troponin I, cardiac muscle (Homo sapiens) + Troponin T, cardiac muscle (Homo sapiens) + …. IANBD-labeled cardiac RTF, Ca2+ fluorescence. inhibition, % at 7.15 µM. 340,000 compounds, 0.12% hits;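 active = inhibition above the mean inhibition of all tested compounds plus 3 SD, cut at about 17% in these data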;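 also: assay run at fixed EC70 calcium of 1.6 mM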
LANA DNA inh: inhibitors of KSHV C-LANA binding to DNA, primary screen, biochemical, fluorescence polarization, FAM-LBS DNA, MBP-C-LANA, single point | Kaposi's sarcoma herpesvirus LANA C-terminal domain (residues 932-1162) DNA binding | inhibition, % at 9 µM | 340,000 compounds, 0.078% hits;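 active = highest replicate inhibition at or above 60% at 9 µM, even if other replicates fall short; inactive = all replicates below 60% inhibition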;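 also: 0% = neutral control wells and 100% = 4 µM acridine orange control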
V-ATPase pHluor: regulators of yeast V-ATPase proton pumping, primary screen, pHLuorin cytosolic pH fluorescence. S. cerevisiae. response, % at 10 µM. 350,000 compounds, 0.37% hits. AID 504577, 2011; in the data active = response mostly above about 7.3%, no sharp cut-off; inactive = mostly below about 5.4%; also: actives read high; inactives centre near 0; some compounds called inactive have numbers as strong as hits; reference of the scale not given here
NSD2 HMT inh: NSD2 histone methyltransferase inhibitors, primary screen, biochemical, AlphaScreen, single concentration, set 2; 310,000 compounds, 0.54% hits; Histone-lysine N-methyltransferase NSD2 (Homo sapiens), O96028; inhibition, % at 12.5 µM; AID 743445, 2014; NSD2 peptide methylation, 120 min; in the data active = inhibition above about 50%
CAL PDZ FP-1: untagged CAL PDZ binding inhibitors, primary screen, biochemical, fluorescence polarization, HTS; Golgi-associated PDZ and coiled-coil motif-containing protein (Homo sapiens), Q9HD26; purified CAL PDZ, TMR-peptide fluorescence polarization, 1 h; inhibition, % at 24.9 µM; 300,000 compounds, 0.92% hits; AID 602252, 2012;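 active = mean inhibition of at least 30% with at least half of replicates also reaching 30%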;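 also: 0% = DMSO neutral control and 100% = excess unlabeled competitor peptide PRC23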
DAGLB inhibitor: DAGLB lipase inhibitors, primary screen, biochemical, fluorescence, HTS; Diacylglycerol lipase-beta (Homo sapiens), Q8NCG7; 340,000 compounds, 0.059% hits; inhibition, % at 5.17 µM; HEK293T DAGLB membrane lysate, EnzChek fluorogenic substrate; in the data active = inhibition above about 34%;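 also: 0% = enzyme with vehicle and 100% = wells lacking enzyme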
Arr AP2 block: inhibitors of beta-arrestin/AP2 binding, primary screen, biochemical, GPCR trafficking, flow cytometry. 340,000 compounds, 0.31% hits. inhibition, % at 10 µM. FITC-arrestin peptide / GST-AP2 beads; AP2 beta2 appendage carries R879A mutation. beta-arrestin 1 C-terminal peptide binding to AP2 beta2-adaptin appendage (human);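 active = inhibition above a set limit, near 3 SD of compounds lacking own fluorescence, cut at about 54% in these data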;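 also: plate controls were DMSO wells for no effect and 5 µM unlabelled arrestin peptide for full effect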
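System: GST-AP2 R879A glutathione beads. Medium: PBS with 0.05% Tween 20 and 0.1% BSA. Also added: FITC-arrestin peptide, 50 nM. Incubation: 12 min plus 1 h, RT. Measured by: high-throughput flow cytometry of beads, ex 488, em 535 nm. Evaluation: percent drop in bead-associated FITC signal.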
CAL PDZ FP-2: CAL PDZ peptide-binding inhibitors, primary screen, biochemical, fluorescence polarization, Cer-tagged CAL PDZ, HTS; Golgi-associated PDZ and coiled-coil motif-containing protein (Homo sapiens), Q9HD26; inhibition, % at 20 µM; AID 504414, 2011; 330,000 compounds, 0.02% hits; purified CAL PDZ, TMR-peptide fluorescence polarization, 1 h;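 active = highest replicate inhibition of at least 40%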;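 also: plate controls were DMSO neutral control wells for no effect and unlabeled competitor peptide control wells for full effect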
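System: purified tagged CAL PDZ domain construct (CerCALP). Schedule: 1 h incubation at room temperature before polarization reading. Medium: 25 mM sodium phosphate pH 7.4, 150 mM NaCl, TCEP, IgG, Thesit. Read-out: percent inhibition from loss of millipolarization. Measured by: FP readout, S and P plane fluorescence. Probe or stimulus: fluorescent TMR peptide probe.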
Numbers without * were called inactive; · = not tested or not shown. Some of the compounds tested, so the mix of outcomes need not match the whole.

V-ATPase pHluor	Arr AP2 block	LANA DNA inh	CAL PDZ FP-1	DAGLB inhibitor	NSD2 HMT inh	DSG3 Ab inh	molecule	Keap1 Nrf2 FP	Cardiac RTF inh	CAL PDZ FP-2
-3.9	0.2	-1.5	·	-0.5	-2.8	102.5	Cc1ccc(-c2noc(C3CCCN(C(=O)c4c(F)cccc4F)C3)n2)cc1 (configuration not stated)	-9.0	-6.9	-2.3
-1.8	-9.0	0.2	6.6	3.7	13.2	98.4	Cc1nn(-c2ccccc2)c(C)c1NC(=O)COC(=O)Cc1ccccc1F	3.7	-4.2	-1.1
-0.1	-18.9	0.3	0.0	7.0	8.2	129.8	Cc1c(C(O)CN2CCN(Cc3ccc4c(c3)OCO4)CC2)c2ccccc2n1C (configuration not stated)	-12.5	-5.1	-3.0
0.2	-8.1	-1.6	-2.8	-1.5	-0.2	97.4	COc1ccc(C(C(=O)NCC2CCCO2)N(C(=O)c2snc(C(N)=O)c2N)c2ccccc2)cc1OC (configuration not stated)	-1.3	-8.7	-2.9
-2.9	6.3	-1.7	-0.6	-1.9	·	101.9	CCOc1ccc(CCNC(=O)C2CCN(C(=O)N(C)C)CC2)cc1OCC	-4.9	-1.0	-0.3
1.2	-3.5	-0.1	-4.4	1.4	41.7	99.2	CCCCN(CC)CCNC(=O)C1c2cc(OC)c(OC)cc2C(=O)N2CCc3ccccc3C12 (configuration not stated)	-3.6	-18.5	-0.8
-1.8	-4.3	0.2	-1.2	-3.4	0.8	·	CC(C)(C)NC(=O)NC(=O)COC(=O)COc1ccc2c(c1)CCC2	2.7	-0.9	-1.0
-1.7	-6.1	-1.4	2.4	0.3	-0.5	91.4	Cc1cc(Cl)ccc1OCC(=O)N1CCN(c2ncccn2)CC1	-2.2	6.5	-0.9
-0.8	5.2	0.8	-3.6	-0.3	4.0	106.5	O=C(/C=C/c1ccco1)N/C(=C\c1ccco1)C(=O)NCCc1nc2ccccc2[nH]1	-5.8	-6.0	-1.1
-2.7	0.4	8.8	-7.0	-1.3	3.0	126.2	O=c1[nH]c2ccccc2nc1/C=C/c1ccc(F)cc1	1.7	-20.8	-1.3
-0.9	-1.8	-1.2	-0.4	-1.2	-1.7	92.1	CC(=O)c1cccc(NC(=O)COC(=O)C2=COCCO2)c1	-1.4	-18.6	-1.6
5.6	7.1	-1.6	-0.3	0.1	10.4	104.3	Cc1cccc(OCCNc2cc(N3CCOCC3)ccc2[N+](=O)[O-])c1	-0.3	-2.1	-2.8
-1.6	39.2	-0.5	-1.9	0.7	-2.3	127.2	Cc1ccc(C2Nc3ccccc3NC3=C2C(=O)OC(C)C3)cc1 (configuration not stated)	-2.2	8.2	-1.8
5.8	-8.1	0.3	0.7	1.3	-1.3	106.9	c1cc(C2OCCN2CC2COC3(CCCC3)O2)ccn1 (configuration not stated)	-5.7	2.1	-0.4
-3.2	0.3	1.1	·	-0.1	·	98.1	CSc1cccc(NS(=O)(=O)c2ccc3c(c2)NC(=O)C(C)C(=O)N3)c1 (configuration not stated)	-3.5	-4.1	-0.5
0.9	17.0	0.2	-5.4	-1.1	17.3	115.0	CC1CCCN(C(=O)CSc2ncccn2)C1 (configuration not stated)	-1.8	-7.5	-2.6
-2.3	-7.2	1.1	-2.4	1.5	-0.7	96.4	NC(=S)N/N=C/c1coc2ccc(Cl)cc2c1=O	-4.2	4.1	-1.3
-2.2	22.0	0.5	28.9	2.8	3.9	111.0	Cc1ccnc(Nc2nc(-c3ccc(O)cc3O)cs2)c1	-1.5	-0.8	0.8
-2.5	1.7	-0.2	·	1.0	·	98.3	O=C(Nc1ccc(Oc2ccccc2)cc1)c1cnc2n(c1=O)CCS2	-1.6	-0.4	-0.2
-0.5	25.3	0.5	0.5	-0.9	-0.1	110.1	Cc1ccc(S(=O)(=O)N(C)C)cc1NC(=O)C(C)OC(=O)c1ccc2ccccc2n1 (configuration not stated)	-4.2	-12.6	-1.1
4.6	11.1	-1.6	0.3	-1.4	1.3	100.6	CCN(CC)C(=O)CSCc1cnn(-c2ccccc2)c1-n1cccc1	-2.7	-13.8	-4.6
2.1	7.1	-3.3	-2.1	1.5	8.2	118.0	COc1cc2c(cc1OC)C(c1cc(C)ccc1C)CC(=O)N2 (configuration not stated)	-2.8	-15.5	-1.8
-2.5	21.4	-0.5	18.3	2.1	-16.7	80.2	O=C1CC(C(F)(F)C(F)(F)C(F)(F)C(F)F)=Nc2ccccc2N1	0.5	-7.6	-1.8
-2.8	9.4	0.9	-1.0	-4.4	·	106.8	COC(=O)C1=C(C)NC(C)=C(C(=O)OC)C1c1ccc(-c2cccc([N+](=O)[O-])c2)o1	-3.6	-0.6	0.6
2.4	2.5	-0.4	-1.7	2.4	7.7	89.0	COc1ccc(CCNC(=O)COC(=O)c2cccs2)cc1OC	-1.7	2.4	-3.9
2.1	-14.2	1.1	-2.0	-1.9	2.1	101.7	OC(COCc1ccc(Cl)cc1)CN1CCc2ccccc2C1 (configuration not stated)	-6.2	2.7	-0.6
-1.2	28.9	0.4	-1.6	2.6	49.0	87.9	COc1cccc(Nc2nnc(SCC(=O)Nc3sccc3C(N)=O)s2)c1	1.4	-5.1	-0.4
-2.2	0.2	0.6	-2.2	0.2	0.1	96.7	Cc1nc2ccccn2c1C(=O)NCc1cccnc1	2.0	14.1	0.4
1.6	27.4	1.7	2.8	-9.6	36.5	108.5	O=C(CNCCC1=CCCCC1)Nc1ccc(N2CCCCCC2)cc1	-2.5	-5.6	0.0
-1.3	26.1	0.2	-6.9	4.7	11.7	111.9	Cc1noc(C)c1C(=O)NCCc1c(C)[nH]c2ccccc12	-0.2	-13.1	-1.6
0.0	-9.7	-0.2	·	4.2	2.8	·	O=C(O)c1ccc(CN(Cc2ccccc2)S(=O)(=O)c2ccc(Cl)cc2)cc1	1.8	8.7	0.1
1.2	40.8	7.5	-1.4	-0.3	6.8	·	NC(=O)[C@@H]1CCCN1Cc1nc(-c2cccs2)no1	-0.3	6.1	-1.8
-1.0	29.9	0.5	-11.4	0.2	-1.6	103.7	COc1ccc(C(CC(=O)Nc2ncccc2C)N2Cc3ccccc3C2=O)cc1 (configuration not stated)	-1.0	0.5	-2.4
-7.5	-2.7	-1.5	-2.5	-0.1	0.9	87.4	NS(=O)(=O)c1ccc(CCNC(=O)CN2CCN(c3ccccc3O)CC2)cc1	-5.9	7.3	-2.8
2.1	-7.6	0.0	2.1	0.7	-0.7	84.9	Cc1ccc(NC2CCCN(C(=O)c3cnc4ccccn4c3=O)C2)cc1C (configuration not stated)	-4.3	-4.2	0.0
0.9	5.0	0.0	-1.9	3.0	·	97.3	COC1=CC(=O)OC(c2ccco2)C1 (configuration not stated)	-3.7	-3.1	0.1
1.9	10.4	3.6	-5.4	0.5	·	100.7	CC(=O)Nc1ccccc1Nc1nc(NCCO)nc(N2CCCC2)n1	2.0	-3.3	-0.4
-0.5	12.2	-1.9	-11.2	-4.0	-0.2	113.4	Cc1nc2oc3ccc(Cl)cc3c(=O)c2cc1C(=O)O	-5.4	-3.5	-1.8
1.6	0.7	-1.0	-1.6	5.5	125.1*	94.6	Cc1c(CC(=O)N2CCN(C(=O)C3COc4ccccc4O3)CC2)c(=O)oc2c(O)c(O)ccc12 (configuration not stated)	2.8	7.7	-2.2
-1.8	-7.5	2.1	-5.2	3.3	-1.5	101.3	Cc1cc(C(=O)OCC(=O)Nc2c(Cl)cccc2C(F)(F)F)c(C)o1	-5.4	-15.5	-2.8
1.0	-9.6	-0.2	-3.2	1.5	·	·	Cc1[nH]c(C)c(S(=O)(=O)N2CCN(c3cccc(C(F)(F)F)c3)CC2)c1C(=O)N1CCCC1	-2.4	-5.1	-2.1
-7.6	-3.5	0.6	·	0.6	-0.3	99.3	COc1cccc(N2CC(NC(=O)c3ccc4ccccc4c3)CC2=O)c1 (configuration not stated)	-0.9	0.2	-0.8
-0.2	8.3	0.6	-2.1	-0.3	3.7	·	COC(=O)c1ccc2c(=O)n(CCN3CCOCC3)c(SCC(=O)Nc3cccc(OC)c3)nc2c1	-4.7	-4.7	-2.5
4.9	28.3	1.1	-3.7	-3.1	3.8	103.6	O=C(Cn1nnc(-c2ccccc2)n1)N1CCCCC1	-4.1	-0.2	·
6.9	12.5	0.9	-4.7	-5.5	-4.3	84.3	CC(C)Oc1ccc(C(=O)Nc2ccccc2N2CCOCC2)cc1	-4.9	6.6	-2.2
-2.3	29.6	0.5	-4.6	-0.3	1.3	103.7	N#Cc1c(NC(=O)c2ccccc2)sc2c1CCC2	2.7	-2.7	-2.0
-3.2	84.3*	-1.0	-0.6	-6.2	-1.2	100.0	COc1ccc(-c2nnc(SCc3ccccc3F)o2)cc1OC	-0.6	1.5	-1.9
-1.2	27.1	-0.5	-4.7	-1.3	-0.7	99.7	Cc1ccc(Cn2c(=N)c(C(=O)NCCN3CCOCC3)cc3c(=O)n4ccccc4nc32)cc1	-2.6	-5.3	-1.3
2.8	-6.3	-2.1	1.7	2.5	·	96.6	Oc1c(CN2CCN(c3ccccn3)CC2)cc(Cl)c2cccnc12	0.5	11.0	-0.2

Whole records as entered above:
Entry for Cc1[nH]c(C)c(S(=O)(=O)N2CCN(c3cccc(C(F)(F)F)c3)CC2)c1C(=O)N1CCCC1 = V-ATPase pHluor: 1.0; Arr AP2 block: -9.6; LANA DNA inh: -0.2; CAL PDZ FP-1: -3.2; DAGLB inhibitor: 1.5; NSD2 HMT inh: ·; DSG3 Ab inh: ·; Keap1 Nrf2 FP: -2.4; Cardiac RTF inh: -5.1; CAL PDZ FP-2: -2.1
Entry for Cc1ccc(-c2noc(C3CCCN(C(=O)c4c(F)cccc4F)C3)n2)cc1 (configuration not stated) = V-ATPase pHluor: -3.9; Arr AP2 block: 0.2; LANA DNA inh: -1.5; CAL PDZ FP-1: ·; DAGLB inhibitor: -0.5; NSD2 HMT inh: -2.8; DSG3 Ab inh: 102.5; Keap1 Nrf2 FP: -9.0; Cardiac RTF inh: -6.9; CAL PDZ FP-2: -2.3
